MLL CXXC-DNA inh: inhibitors of human MLL CXXC domain-DNA interaction; MLL-CXXC / FITC-HOXA9 DNA fluorescence polarization; Potency, µM (doses to about 115 µM), for the others: at the highest dose activity change, negative = inhibition, most hits filed as inhibitors; hit rate 0.037% among 290,000; Q03164; AID 2662; active = well fitted inhibition curve with a large enough effect in the polarisation, with a control signal flat, not every such curve was filed as active; inconclusive = small, poorly fitted or top-dose-only effect, or effect the other way, or a change in a side signal; inactive = no such curve, though single readings can be large or run the other way; the % refers to the polarisation; also: potency is read from the fitted curve at half-maximal effect
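Fluorescence polarization: 7 uM MLL-CXXC (stock) preincubated 5 min with compounds, then 50 nM fluorescein-HOX-A9 DNA (stock) added; 30 min ambient. Buffer 50 mM Tris-HCl pH 7.5, 50 mM NaCl, 1 mM DTT, 0.05% BSA.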
Integrin act MD: activators of alpha7 integrin expression for muscular dystrophy. alpha7betagal myoblasts, beta-gal FDG fluorescence, 48 h. Potency, µM (highest dose often 38.3 µM), for the others: top-dose activation, most hits filed as activators. hit rate 0.064% among 350,000;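 also: potency is read from the fitted curve at half-maximal effect; 100% = response of the positive control SU9516; nearly all actives have a fitted effect of over 60% in size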
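alpha7betagal+/- myoblasts (passage 13, 250/well) treated 48 h at 37C with compounds at 1:260 dilution of DMSO stock. Lysed, then beta-galactosidase activity read as FDG fluorescence (ex 480/em 540) after 30 min, with pre-read for autofluorescence.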
TCR activator: activates T cell receptor signaling | primary human leukocytes, anti-CD3, IL-2 HTRF, 48 h | Potency, µM (top dose mostly 9.22 µM), inactives show at the highest dose activation of IL-2 secretion, actives largely listed as activators | 330,000 tested, under 10 active | AID 504894; also: % of control where 0% means no effect
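IL-2 release read by HTRF sandwich (Eu cryptate donor, d2 acceptor, 665 nm emission) after 48 hr exposure of primary human leukocytes to compound together with anti-CD3 beads in the absence of co-stimulatory signals.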
TRPV1 agonist: human TRPV1 agonism | hit rate 0.19% among 320,000 | AID 540275 | activation, % at 8.33 µM | Q8NER1 | TRPV1-expressing cells, Fluo-8 calcium influx, agonist mode; in the data active = activation above about 80%; inconclusive = between about 30% and that limit; also: 0% is about no effect
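Cells expressing TRPV1 were dye-loaded with Fluo-8 and read kinetically: 10 s baseline, 3 min after compound (agonist portion), then 2 min after EC20 capsaicin (allosteric enhancer portion). Calcium-bound dye fluorescence at 480/520 nm.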
TSG101-PTAP inh: blocks PTAP/TSG101 interaction to inhibit HIV-1 budding; AID 493005; 340,000 tested, under 10 active; Potency, µM (highest dose often 115 µM), for inactives: at the highest dose activity change, negative = inhibition, most hits filed as inhibitors; Fluorescence polarization, FITC-PTAP peptide / Tsg101 binding; active = well fitted inhibition curve with a large enough effect in the main read-out, with a control signal flat, not every such curve was filed as active; inconclusive = small, poorly fitted or top-dose-only effect, or effect the other way, or a change in a side signal; inactive = no such curve, though single readings can be large or run the other way; also: potency is read from the fitted curve at half-maximal effect; % of control where 0% means no effect
Target sequence (Q99816 whole entry, looked up): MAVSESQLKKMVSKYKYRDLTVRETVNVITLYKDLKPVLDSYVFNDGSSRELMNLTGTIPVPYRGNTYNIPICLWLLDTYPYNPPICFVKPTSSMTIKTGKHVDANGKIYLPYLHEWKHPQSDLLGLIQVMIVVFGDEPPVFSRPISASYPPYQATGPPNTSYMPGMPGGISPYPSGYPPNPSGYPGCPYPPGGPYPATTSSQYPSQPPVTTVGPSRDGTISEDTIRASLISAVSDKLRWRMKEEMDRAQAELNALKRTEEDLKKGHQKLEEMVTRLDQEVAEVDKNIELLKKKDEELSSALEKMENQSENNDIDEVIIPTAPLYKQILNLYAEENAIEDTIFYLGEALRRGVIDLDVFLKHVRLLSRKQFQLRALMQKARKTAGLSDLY
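Fluorescence polarization binding of Tsg101 binding domain (10 uM final) to FITC-labeled PTAP peptide (50 nM final) in HEPES pH 7.5 buffer with NaCl, Tween 20, EDTA, TCEP. Compounds added before peptide; binding 20 min at RT.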
p53 reactivator: re-activators of mutant p53; H1299 p53-A138V BP100-luciferase reporter, luminescence, 24 h; Potency, µM (doses to about 92.2 µM), for the others: top-dose activity change, positive = activation, usual class: activators; hit rate 0.063% among 320,000; AID 504706; also: potency is read from the fitted curve at half-maximal effect; % of control where 0% means no effect; nearly all actives have a fitted effect of over 45% in size
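p53-null H1299 cells stably carrying temperature-sensitive p53-A138V and a BP100-luciferase reporter were pinned with compounds (4-point, 1:5 series) and held 24 hrs at 37 deg C. Luminescence was read 10 min after detection reagent.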
AT treatment: potential ataxia-telangiectasia treatments restoring KAP-1 phosphorylation | […] A-T fibroblasts, KAP-1 phosphorylation AlphaLISA; neocarzinostatin DNA damage 30 min before lysis | Potency, µM (doses to about 57.5 µM), for inactives: at the top dose activation, actives largely listed as activators | hit rate 0.19% among 320,000; also: potency is read from the fitted curve at half-maximal effect; % of control where 0% means no effect; nearly all actives have a fitted effect of over 45% in size
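ATM-like activity read as KAP-1 phosphorylation via AlphaLISA donor/acceptor antibody pairs after lysis and 6 hr at 25C. Cells were ATM-null patient fibroblasts ([…], hTERT), dosed 60 min, then exposed to the DSB inducer NCS for 30 min.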
ELG1 repair inh: ELG1-dependent DNA repair inhibition | HEK293T ELG1-luciferase reporter, luminescence, 16 h; DNA damage induced by 5-fluorouridine | Potency, µM (highest dose often 46.1 µM), for inactives: at the highest dose activity change, negative = inhibition, actives largely listed as inhibitors | hit rate 2.3% among 330,000 | AID 504467; also: potency is read from the fitted curve at half-maximal effect; % is scaled to controls: 0 for no effect and ±100 for the full control effect; nearly all actives have a fitted effect of over 55% in size
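5-Fluorouridine DNA damage + compound/DMSO, 2,000 cells/well, 16 h, 37 °C/5% CO2. ONE-Glo, 30 min RT, luminescence. Readout = decrease in reporter signal.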
BRCA1 expr up: BRCA1 expression activation; MCF7-BRCA1-FFLuc reporter, luminescence, 48 h; response scale: scaled: vehicle 0%, 10 µM genistein 100%; Potency, µM (top dose mostly 46.1 µM), without a hit: at the highest dose activation, usual class: activators; hit rate 1.1% among 380,000; also: potency is read from the fitted curve at half-maximal effect; nearly all actives have a fitted effect of over 80% in size; some results filed as inactive show a strong effect at the top dose
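MCF7 cells carrying a BRCA1-firefly luciferase reporter (2000 cells/well, phenol-red free MEM) were attached for 2 h at 37 °C, then given compounds for 48 h. Luminescence was read 15 min after luciferase reagent; activity normalized to genistein (10 microM) and DMSO.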
B2AR arrestin: beta2AR (human) beta-arrestin recruitment activity. P07550. beta-arrestin recruitment to beta2AR, cell-based reporter. hit rate 0.02% among 330,000. AID 492947. Potency, µM (titrated, usually from 46.1 µM), without a hit: at the highest dose activation, actives largely listed as activators;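 also: potency is read from the fitted curve at half-maximal effect; 0% = DMSO controls and full agonism = EC100 isoproterenol or metaproterenol; nearly all actives have a fitted effect of over 65% in size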
Target sequence (P07550 whole entry, looked up): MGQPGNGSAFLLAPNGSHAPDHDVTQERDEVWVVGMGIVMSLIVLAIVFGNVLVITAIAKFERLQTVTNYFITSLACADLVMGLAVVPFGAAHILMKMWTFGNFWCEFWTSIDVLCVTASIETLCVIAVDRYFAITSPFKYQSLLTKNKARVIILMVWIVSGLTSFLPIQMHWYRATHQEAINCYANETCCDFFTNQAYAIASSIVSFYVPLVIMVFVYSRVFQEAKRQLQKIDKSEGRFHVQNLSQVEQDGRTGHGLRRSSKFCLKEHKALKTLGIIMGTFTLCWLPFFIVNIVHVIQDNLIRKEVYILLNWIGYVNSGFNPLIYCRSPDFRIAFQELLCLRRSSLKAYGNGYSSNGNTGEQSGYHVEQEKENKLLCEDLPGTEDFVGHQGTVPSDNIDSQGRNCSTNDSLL
An asterisk follows results filed as active; u = inconclusive; x = no result given; [ ] = remark or other dose. Unless noted, calls follow the shape of the dose curve; as a rule, active = well fitted curve in the direction sought with a large enough effect; inconclusive = small, poorly fitted or top-dose-only effect, or another doubt; inactive = no such curve, though single readings can be large; an effect the other way counts as inactive or inconclusive. An unsorted share of the library (roughly 3.8% active in at least one column).

SMILES | MLL CXXC-DNA inh | Integrin act MD | TCR activator | TRPV1 agonist | TSG101-PTAP inh | p53 reactivator | AT treatment | ELG1 repair inh | BRCA1 expr up | B2AR arrestin
NC(=O)Nc1ccc(C(=O)OCC(=O)N2CCCC2=O)cc1 | x | -39% | -4% | -5 | -9% | 11% | 4% | 14% | -6% | -0.1%
O=[N+]([O-])c1ccccc1S(=O)(=O)Nc1ncccn1 | 10% | -6% | -3% | 1 | 1% | 6% | -30% | 5% | 22% | -0.9%
COc1ccc(N=Cc2c(O)n(-c3cccc(C)n3)c(=O)c3ccccc23)cc1 | -9% | 6% | 0% | 12 | -5% | -6% | -15% | u | -16% | -1.0%
Cc1cc(Br)cn2cc(C(=O)O)nc12 | -6% | 7% | -8% | 0 | -24% | -1% | -1% | 6% | 20% | -0.3%
Clc1ccc(Nc2ccc(NCc3ccccc3)nn2)cc1 | -3% | 26% | -1%[46.1 µM] | -6 | -5% | 11% | -3% | u | 6% | -1.9%
CC(=O)c1cc(NC(=O)c2ccc(Cl)cc2)c(=O)oc1/C=C/N(C)C | u | 5% | -1% | u | -7% | 12% | -14% | 17% | -18% | -0.2%
COc1ccccc1CN(Cc1nc2ccccc2c(=O)[nH]1)C(=O)Nc1ccc(C)cc1 | 8% | -21% | -1% | 2 | -8% | -2% | -1% | u | 5% | 0.1%
CCOc1ccc(N2CC(C(=O)NCc3ccco3)CC2=O)cc1 (centres undefined) | -7% | -28% | 5% | 1 | 1% | 1% | -2% | 6% | -32% | -0.5%
Cc1c(NC(=O)Cc2ccccc2)cccc1C(=O)NN1C(=O)c2ccccc2C1=O | 16% | -3% | 4%[46.1 µM] | -3 | -3% | -8% | 5% | 18% | -27% | -0.8%
CCOc1ccccc1OCC(=O)Nc1cc(S(=O)(=O)N2CCCCC2)ccc1N1CCN(CC)CC1 | x | -17% | 2% | 17 | -2% | 6% | -1% | u | -28% | -0.4%
CN(C)c1ccc(S(=O)(=O)NCC(=O)OCC(=O)c2ccc[nH]2)cc1[N+](=O)[O-] | x | 18% | 3% | -5 | -3% | -1% | -5% | 10% | 2% | -0.1%
CCCCNC(=O)CSc1nc2ccccc2n1S(=O)(=O)c1ccc(Cl)cc1 | 13% | 7% | 2%[46.1 µM] | u | -7% | 24% | -1% | 29% | 14% | 0.2%
C/C(=N\NS(=O)(=O)c1ccccc1)c1cc(Cl)cc(Cl)c1O | 0% | 0% | -3% | -4 | -5% | -8% | 5% | -1% | -16% | -1.0%
CN(C(=O)c1cc2n(n1)C(C(F)(F)F)CC(c1ccco1)N2)c1ccc(OC(F)(F)F)cc1 (centres undefined) | -6% | -8% | 9% | 12 | -3% | -13% | 2% | -12% | -18% | -0.1%
CC(C)CC(CO)N1CCN(C(=O)c2cccc(C(F)(F)F)c2)CCC1=O (centres undefined) | 2% | -5% | -5% | 0 | 0% | -1% | 18% | 3% | 2% | 0.0%
CC1O[C@@H](O[C@H](C)CC[C@@H](C)O[C@H]2OC(C)[C@@H](O)C[C@H]2O)C(O)C[C@H]1O (some centres undefined) | x | 2% | -55% | -1 | x | 1% | 13% | 2% | 9% | -1.9%
CCC(=O)N1c2ccc(S(=O)(=O)N(CCO)Cc3ccccc3)cc2CC1C (centres undefined) | -7% | -14% | -1% | 1 | -1% | -2% | 10% | u | -28% | -0.5%
Cn1c(CCN2CCCCC2)nc2cc(NS(=O)(=O)c3ccc(Cl)cc3)ccc21 | 0% | -46%[inhibitor] | 10% | 0 | -10% | -18% | 18% | -8% | -5% | -0.5%
CC(=O)CCC(=O)N1CCC(n2nccc2NC(=O)c2ccccc2C)CC1 | u | 20% | -6% | 0 | x | -17% | 1% | 19% | 11% | -1.8%
CCOC(=O)C1(Cc2ccccc2)CCN(Cc2csc(C(C)=O)c2)CC1 | -14% | -1% | -3% | 6 | -4% | 2% | 3% | 3% | -1% | -0.2%
COc1ccc(-c2ccc(SCC(=O)Nc3nnc(C)s3)nn2)cc1 | 4% | -1% | 7% | -1 | 0% | -1% | 2% | u | 27% | 0.1%
C/C(=N\NC(=O)CNC(=O)c1ccncc1)c1ccc(C)cc1 | -2% | -2% | 4% | 2 | 1% | -4% | -4% | 9% | -21% | 3.8%
Nc1ccc(N2CCCCC2)cc1N1CCCCC1 | -2% | -70%[inhibitor] | -18% | 15 | -7% | u | -3% | 1% | -70% | 2.8%
Cc1ccnc(NC(=O)CCC(=O)N(CC(=O)NCc2ccc(F)cc2)Cc2ccco2)c1 | -18% | -22% | 6% | -2 | -2% | -2% | 5% | 2% | -24% | -0.3%
Cc1ccc2c(CC(=O)NCc3ccc4c(c3)OCO4)coc2c1 | -5% | 19% | 5% | 3 | 0% | -1% | 1% | 18% | 22% | 0.9%

Some of the entries so far, tab-delimited:
smiles	MLL CXXC-DNA inh	Integrin act MD	TCR activator	TRPV1 agonist	TSG101-PTAP inh	p53 reactivator	AT treatment	ELG1 repair inh	BRCA1 expr up	B2AR arrestin
NC(=O)Nc1ccc(C(=O)OCC(=O)N2CCCC2=O)cc1	x	-39%	-4%	-5	-9%	11%	4%	14%	-6%	-0.1%
O=[N+]([O-])c1ccccc1S(=O)(=O)Nc1ncccn1	10%	-6%	-3%	1	1%	6%	-30%	5%	22%	-0.9%
COc1ccc(N=Cc2c(O)n(-c3cccc(C)n3)c(=O)c3ccccc23)cc1	-9%	6%	0%	12	-5%	-6%	-15%	u	-16%	-1.0%
Cc1cc(Br)cn2cc(C(=O)O)nc12	-6%	7%	-8%	0	-24%	-1%	-1%	6%	20%	-0.3%
Clc1ccc(Nc2ccc(NCc3ccccc3)nn2)cc1	-3%	26%	-1%[46.1 µM]	-6	-5%	11%	-3%	u	6%	-1.9%
CC(=O)c1cc(NC(=O)c2ccc(Cl)cc2)c(=O)oc1/C=C/N(C)C	u	5%	-1%	u	-7%	12%	-14%	17%	-18%	-0.2%
COc1ccccc1CN(Cc1nc2ccccc2c(=O)[nH]1)C(=O)Nc1ccc(C)cc1	8%	-21%	-1%	2	-8%	-2%	-1%	u	5%	0.1%

(list continues)
SMILES | MLL CXXC-DNA inh | Integrin act MD | TCR activator | TRPV1 agonist | TSG101-PTAP inh | p53 reactivator | AT treatment | ELG1 repair inh | BRCA1 expr up | B2AR arrestin
Cc1ccccc1NC(=S)N1CCN(c2ccccc2Cl)CC1 | -3% | -17% | -1% | 17 | -5% | x | 21% | -2% | -23% | -2.0%
C=CC[C@@H](CC(=O)N(CCO)Cc1ccccc1)C(=O)N[C@@H](C)COC(=O)[C@@H](CC=C)CC(=O)OC(C)(C)C | x | 35% | 4% | x | 0% | -1% | -5% | -3% | -29% | 0.2%
O=C(NCCN1CCCC1)c1ccc2c(c1)N(Cc1cccc(Cl)c1)C(=O)c1ccccc1S2(=O)=O | 5% | -42% | -1% | -4 | -1% | 7% | 0% | u | 0% | 0.2%
COc1cc(COc2ccc3c(C)c(Cc4ccccc4)c(=O)oc3c2)cc(OC)c1OC | 13% | -4% | 2% | 2 | 2% | -14% | 1% | u | -45% | -0.2%
Cc1ccc(C(=O)NC(Cc2ccccc2C(F)(F)F)C(=O)O)cc1 (centres undefined) | x | -9% | -3%[46.1 µM] | x | -2% | 1% | -4%[11.5 µM] | 19% | 19% | -0.3%
Nc1cc(-c2ccc(Cl)cc2)nn1S(=O)(=O)c1ccc(Cl)cc1 | 1% | -7% | -3% | 2 | -3% | -5% | 1% | 1% | 1% | -0.7%
Cn1c(SCC(=O)NCCN2C(=O)CSC2=O)nnc1-c1ccccc1 | 44%[activator] | 2% | -4%[46.1 µM] | 0 | -1% | 0% | 6% | 5% | 9% | -2.4%
CCOc1cc(/C=N/n2c(C)nnc2C)ccc1O | 0% | -8% | -4% | 2 | -1% | -2% | -5% | u | 14% | -0.2%
O=C(NNC(=O)c1ccc(Br)s1)c1csc(N2CCOCC2)n1 | x | -2% | 14% | u | -2% | -17% | -8% | 19% | -11% | 0.4%
CC(=O)n1c2ccccc2c2c1c1ccccc1n2C | -1% | 22% | 10% | 4 | -13% | 11% | -7% | 1% | -52% | -0.4%
O=C(COc1ccc(F)cc1Br)Nc1ccccc1N1CCOCC1 | x | 32% | 0% | u | -1% | -3% | 3% | -29% | -80% | -0.2%

Screening data (PubChem)
